# OXTR ag: agonists of human oxytocin receptor. P30559. CHO-OTR cells, Fluo-8 calcium fluorescence; normalized: DMSO 0%, oxytocin 100%. activation, % at 3 µM. 320,000 tested, 0.32% active;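 active means activation above the mean of all tested compounds plus 3 SD, cutoff set per screening run, cut at about 20% in these data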;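 further: peak over basal fluorescence ratio from a 100 s FLIPR kinetic read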
# Target sequence (P30559 whole entry, looked up): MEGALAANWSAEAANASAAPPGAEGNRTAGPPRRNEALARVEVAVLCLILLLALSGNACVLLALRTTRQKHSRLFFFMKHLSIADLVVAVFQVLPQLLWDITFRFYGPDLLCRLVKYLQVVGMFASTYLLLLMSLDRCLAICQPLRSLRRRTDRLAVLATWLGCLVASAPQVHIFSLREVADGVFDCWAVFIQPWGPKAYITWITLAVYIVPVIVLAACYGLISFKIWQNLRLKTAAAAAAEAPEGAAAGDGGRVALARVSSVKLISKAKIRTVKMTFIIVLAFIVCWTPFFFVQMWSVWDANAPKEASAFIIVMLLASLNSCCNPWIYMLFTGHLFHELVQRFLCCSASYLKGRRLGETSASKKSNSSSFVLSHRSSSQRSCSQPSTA
# V1aR counter: activates human V1a receptor in oxytocin agonist counter-screen | 320,000 tested, 0.25% active | P37288 | activation, % at 3 µM | CHO-V1R cells, Fluo-8 calcium fluorescence, agonist mode; 0% DMSO, 100% 3 nM vasopressin | AID 2797;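 active means activation above the mean activation of all tested compounds plus 3 SD, per screening run, cut at about 20% in these data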;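 further: signal is peak over basal fluorescence ratio across a 100 second FLIPR read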
# Target sequence (P37288 whole entry, looked up): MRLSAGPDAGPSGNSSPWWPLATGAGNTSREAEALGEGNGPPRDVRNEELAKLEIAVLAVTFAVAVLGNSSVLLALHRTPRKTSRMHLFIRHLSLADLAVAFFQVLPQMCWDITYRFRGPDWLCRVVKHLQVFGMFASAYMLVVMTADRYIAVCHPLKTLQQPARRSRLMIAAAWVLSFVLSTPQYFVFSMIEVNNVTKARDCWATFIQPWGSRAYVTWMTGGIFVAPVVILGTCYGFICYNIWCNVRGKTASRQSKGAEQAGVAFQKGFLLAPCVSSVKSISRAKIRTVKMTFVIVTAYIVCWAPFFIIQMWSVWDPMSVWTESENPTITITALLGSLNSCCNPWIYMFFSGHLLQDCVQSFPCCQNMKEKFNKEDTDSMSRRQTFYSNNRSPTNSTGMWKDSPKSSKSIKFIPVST
# GalR3 antag: antagonists of human GalR3; O60755; HEK293 GalR3-CNG cAMP membrane potential fluorescence; galR3 body fused to GalR1 C-terminus; inhibition, % at 3 µM; 360,000 tested, 0.44% active;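 active means inhibition above the screen-wide average plus 3 SD, cut at about 13% in these data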;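 further: forskolin and galanin both at EC90 stimulate the cells; cAMP rise reported by CNG channel membrane potential dye signal; 0% = forskolin plus galanin with DMSO and 100% = forskolin alone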
# OXTR potentiator: potentiators of human oxytocin receptor; P30559; CHO-OTR cells, Fluo-8 calcium fluorescence, potentiator mode; 0% = oxytocin EC15, 100% = EC100; activation, % at 3 µM; 320,000 tested, 0.061% active; AID 2445;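 active means activation above that plate's cutoff, the mean activation of tested compounds plus 3 SD, cut at about 6.6% in these data, passing the limit was not always enough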;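 further: 100% uses oxytocin at 75 nM as the full agonist control; some results filed as inactive read as strong as hits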
#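 assay system = CHO-OTR cells, human receptor | schedule = compound 6 min at room temperature before oxytocin, 100 s read | detection = Fluo-8 intracellular calcium fluorescence, ex 470-495, em 515-575 nm | evaluation = normalized max/min fluorescence ratio, % activation | control set = EC15 oxytocin alone as 0%, 75 nM oxytocin (EC100) as 100%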
# MEKK2mut PB1 HTS: signal of MEK5 binding to mutant human MEKK2 PB1 domain; bead flow cytometry, Alexa488-MEK5 binding to MEKK2 mutant; percent response, % at 10 µM; 290,000 tested, 0.35% active; AID 1530; in the data active means percent response above about 24%, passing the limit was not always enough; further: inactives centre near 1; some results filed as inactive read as strong as hits
# MEKK2wt PB1 HTS: raises or lowers MEK5 binding to wildtype human MEKK2 PB1 domain; bead flow cytometry, Alexa488-MEK5 binding to MEKK2 WT; actives lie on both sides; 290,000 tested, 1.1% active; binding response (% of control), % at 10 µM; Q9Y2U5; AID 1531; in the data active means binding response below about 67% or above about 130%
# M18AAP inhibitor: PfM18AAP enzyme inhibition. AID 1822. recombinant PfM18AAP, H-Glu-NHMec fluorogenic cleavage. inhibition, % at 7.35 µM. 290,000 tested, 1.2% active;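 active means inhibition above the campaign mean inhibition over all tested compounds plus 3 SD, cut at about 28% in these data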;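 further: 0% = plate median of test compound wells and 100% = 2 mM ZnCl2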
# NALP1 inh: inhibitors of NALP1 inflammasome in yeast; S. cerevisiae NALP1/ASC/caspase-1 growth, X-gal OD620, 72 h; inhibition, % at 10 µM; 280,000 tested, 0.61% active; in the data active means inhibition mostly above about 24%, no sharp cut-off; inactive means mostly below about 32%; further: some compounds called inactive have numbers as strong as hits
# GPR7 antag: antagonists of human GPR7 (neuropeptides B/W receptor 1). P48145. GPR7-expressing cells, fluorescence antagonist assay. inhibition, % at 4.4 µM. 290,000 tested, 1.1% active. AID 1861; in the data active means inhibition above about 16%, passing the limit was not always enough;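 further: cells stimulated with the agonist NPW; 0% = agonist with vehicle and 100% = vehicle without agonist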
# * = called active by the depositor; / = not tested or not shown.
SMILES,OXTR ag,V1aR counter,GalR3 antag,OXTR potentiator,MEKK2mut PB1 HTS,MEKK2wt PB1 HTS,M18AAP inhibitor,NALP1 inh,GPR7 antag
O=c1[nH]cnc2sc3c(c12)CCCCC3,0.9,-0.2,0,0,-4,107,4,-6,-8
COc1cc(NC(=O)c2cccs2)c(C(=O)OCC(=O)c2cc(C)n(-c3ccc(F)cc3)c2C)cc1OC,0.6,0.3,1,1,-1,96,-7,30,1
Cc1ccc(S(=O)(=O)N(C)c2ccc(OCC(=O)Nc3nnc(C4CC4)s3)cc2)cc1,/,/,4,/,-10,73,4,-1,-3
O=C(Cn1cnc2ccccc21)OCC(=O)N1CCCCC1,0.4,1.9,-1,-4,/,/,/,/,/
Cn1nc(-c2ccc(C(=O)Nc3cccnc3)cc2)c2ccccc2c1=O,-0.2,8.6,0,-7,-1,99,-9,2,-17
CC1CN(C(=O)c2cc3cc(F)ccc3[nH]2)CC(C)O1 (stereo not drawn),/,/,-5,/,4,98,1,7,-15
Cc1ccc(N(CC(=O)NC2CCCCC2)S(=O)(=O)c2c(C)nn(C)c2C)cc1,-1.7,-0.8,-2,-8,-4,98,-1,12,-1
FC(F)(F)c1ccccc1NC(=S)NN1CCOCC1,0.7,-1.3,-2,-4,0,99,3,3,-11
CC(=O)N1c2ccc(S(=O)(=O)NCC3CCC(C(=O)Nc4ccc(C)cn4)CC3)cc2CC1C (stereo not drawn),4.8,5.4,-8,-11,3,106,2,-17,-4
CC(C)c1ccc(-n2ccnc2SCC(=O)O)cc1,1.8,1.6,3,-1,-12,84,-7,-3,-11
N#Cc1ccc(NC(=S)NC(=O)CCc2ccc(S(=O)(=O)N3CCOCC3)cc2)cc1,1.6,2.4,-5,-15,-12,86,-4,5,-9
Cc1[nH]c(-c2ccc(F)cc2)cc1C(=O)N1CCN(c2cccc(Cl)c2)CC1,/,/,-3,/,3,101,4,3,3
COc1ccccc1NC(=O)/C(=C\c1cccnc1)NC(=O)c1ccc(C)cc1,2.3,0.9,-8,-4,2,98,-1,2,-6
O=C(NCc1cccnc1)c1ccc2c(=O)n(CCCN3CCCC3=O)c(=S)[nH]c2c1,0.4,-1.0,-6,-3,-10,89,13,-1,-6
Cc1ccc(C(=O)C(C)OC(=O)Cc2n[nH]c(=O)c3ccccc23)cc1 (stereo not drawn),0.5,1.7,0,-13,/,/,/,/,/
O=C(COc1ccc(-n2cnnn2)cc1)NC(=O)NCc1ccccc1,3.2,5.9,-4,-14,7,125,-5,1,4
Cc1ccc2c(c1)N(C(=O)CCC(=O)NCCCN1CCC(Cc3ccccc3)CC1)CCO2,-0.3,-0.4,/,-9,25*,142*,2,17,13
COc1cc2c3nnc(-c4ccccc4)c-3cn(Cc3ccccc3F)c2cc1OC,-0.6,5.5,-7,-7,26,153*,0,-4,6
Cn1c(=O)c2[nH]c(CNc3ccc(C(=O)O)cc3)nc2n(C)c1=O,0.3,0.8,-8,-2,18,97,0,18,-8
COc1ccc(NS(=O)(=O)c2ccc(NS(=O)(=O)c3ccc(SC)cc3)cc2)c(OC)c1,2.2,2.8,-8,-9,3,105,3,15,12
CN(C(=O)COC(=O)C(C)(C)Oc1ccc(Cl)cc1)c1c(N)n(Cc2ccccc2)c(=O)[nH]c1=O,0.3,6.9,-6,-18,/,/,/,/,/
CCOC(=O)N1CCc2c(sc(NC(=O)CN(CC)CC)c2C#N)C1,-0.2,-0.2,2,-3,-1,101,-5,-1,0
Cc1ccc(NC(=O)CSc2nc3c([nH]c4ccccc43)c(=O)n2C)cc1,-1.7,-0.9,-1,-10,0,102,4,17,-11
COc1ccc(N2CCN(C(=O)c3ccc4c(c3)[nH]c(=S)n3c5ccccc5nc43)CC2)cc1,-1.4,-0.8,-3,-11,-3,97,12,0,-13
OCC1CCCCN1C(=S)Nc1ccc(Cl)cc1Cl (stereo not drawn),-0.8,-0.4,-6,-4,-2,96,2,2,-2
Cc1ccc2c(CSc3nnc(C4CC4)n3N)cc(=O)oc2c1,0.1,0.8,-5,3,-2,92,5,-20,13
Nc1nnc(-c2cccc([N+](=O)[O-])c2)o1,-0.4,1.5,4,1,-4,97,-12,21,-10
COc1ccc(CN(CC(=O)NC(C)C)C(=O)CCC(=O)Nc2nccs2)cc1,0.5,0.5,-9,-2,3,98,5,5,-3
O=C(Nc1cccc(O)c1)c1noc2c1CCc1ccccc1-2,2.8,1.5,-10,-8,-7,90,-3,50,6
CCCCCN(C(=O)CCC(=O)OCCOc1cccc(C)c1)c1c(N)n(CCCC)c(=O)[nH]c1=O,0.7,1.1,-6,1,/,/,/,/,/
N#C/C(=C\c1cccnc1)C(=O)Nc1ccccc1[N+](=O)[O-],0.2,-0.1,-3,-10,2,100,-1,-2,4
C/C(=N\OCC(=O)Nn1c(=O)[nH]c2ccccc2c1=O)c1cccs1,-0.2,-0.1,-5,-1,3,96,-1,-18,-9
CCOC(=O)C1CCCN(C(=O)/C(=C/c2ccco2)NC(=O)c2ccccc2)C1 (stereo not drawn),-0.2,1.6,-8,-7,-5,92,30*,21,8
CC(C)c1nn2c(=O)cc(COc3cccc(NC(=O)c4ccco4)c3)nc2s1,2.6,3.7,-6,-7,3,108,8,6,-13
Clc1ccc2nc(-c3ccccc3)c(CN3CCOCC3)n2c1,-2.4,-0.8,-8,-14,-6,97,5,2,3
Cc1oc(-c2cccc(Cl)c2)nc1CS(=O)(=O)CC(=O)NCCCN1CCOCC1,-0.9,1.3,/,-9,3,99,-2,0,-8
Cc1ccc(N/C=C/C(=O)c2ccc(C)cc2)cc1,-1.4,0.5,-2,-15,0,97,-2,-3,-5
Cc1c(C)c(C)c(C(=O)C2CCN(c3ccc([N+](=O)[O-])cn3)CC2)c(C)c1C,-0.5,1.5,-4,-6,-24,87,-10,32,16
COc1ccc(CN2CCC(C(=O)NCCc3ccc(OC)c(OC)c3)CC2)c(OC)c1,0.0,1.2,2,-7,2,108,6,11,-10
Cc1ccc(C(=O)Nc2cc([N+](=O)[O-])ccc2F)s1,-2.0,-0.2,0,-5,-2,98,-7,30,1
O=C(O)CC1(CC(=O)Nc2ccc(C(F)(F)F)cc2)CCCC1,-0.1,1.1,-10,-3,-12,95,-9,2,-10
COc1ccc(C(=O)N(C)c2ccccc2C(=O)NCCc2ccccc2)cc1,-0.7,0.2,1,-1,-3,97,3,14,-2
O=[N+]([O-])c1ccc(Sc2n[nH]c(-c3ccco3)n2)nc1,-0.2,-0.2,1,-9,-8,90,1,6,-2
COc1ccc(N2CC(C(=O)NC3CCCCC3)CC2=O)cc1 (stereo not drawn),0.5,0.5,-8,-1,-3,100,-3,-4,-3
COCCn1c(C)nc2oc3ccc(Br)cc3c(=O)c2c1=O,-1.5,-0.7,-7,-18,3,97,-6,10,-8
O=C(CSCc1ccc([N+](=O)[O-])cc1)NCCSCc1ccccc1,-1.7,2.0,1,-6,-1,101,2,-3,45*
CCc1c(O)nc(SCC(N)=O)n(-c2ccccc2F)c1=O,0.2,0.1,-7,1,2,104,-5,7,-6
Cc1ccc(NC(=O)c2sc(Cl)nc2C)c(C)c1,-1.9,-1.1,-10,7,-2,93,-3,20,-10

# Full records, looked up by structure. Values in the order: OXTR ag, V1aR counter, GalR3 antag, OXTR potentiator, MEKK2mut PB1 HTS, MEKK2wt PB1 HTS, M18AAP inhibitor, NALP1 inh, GPR7 antag
# Cc1ccc(N(CC(=O)NC2CCCCC2)S(=O)(=O)c2c(C)nn(C)c2C)cc1 is listed as -1.7, -0.8, -2, -8, -4, 98, -1, 12, -1
# CCOC(=O)N1CCc2c(sc(NC(=O)CN(CC)CC)c2C#N)C1 is listed as -0.2, -0.2, 2, -3, -1, 101, -5, -1, 0
# COc1cc(NC(=O)c2cccs2)c(C(=O)OCC(=O)c2cc(C)n(-c3ccc(F)cc3)c2C)cc1OC is listed as 0.6, 0.3, 1, 1, -1, 96, -7, 30, 1
# Cc1ccc(S(=O)(=O)N(C)c2ccc(OCC(=O)Nc3nnc(C4CC4)s3)cc2)cc1 is listed as /, /, 4, /, -10, 73, 4, -1, -3
# CCOC(=O)C1CCCN(C(=O)/C(=C/c2ccco2)NC(=O)c2ccccc2)C1 (stereo not drawn) is listed as -0.2, 1.6, -8, -7, -5, 92, 30*, 21, 8

# (further entries)
SMILES,OXTR ag,V1aR counter,GalR3 antag,OXTR potentiator,MEKK2mut PB1 HTS,MEKK2wt PB1 HTS,M18AAP inhibitor,NALP1 inh,GPR7 antag
Cc1ccc(SCC(=O)Nc2ccccc2C(=O)O)cc1,-2.4,-0.1,-1,-16,-2,92,9,6,-1
COc1ccc(OCC(=O)N2CCN(S(=O)(=O)c3ccc(Cl)s3)CC2)cc1,4.8,5.2,-2,-10,/,/,/,/,/
Cn1c(CNC(=O)c2ccc(Cl)cc2)nnc1SCC(=O)NC1=NCCS1,0.4,1.4,-10,1,-6,93,-5,30,-8
O=C(COc1ncnc2sccc12)NC1CCCc2ccccc21 (stereo not drawn),0.0,-0.2,-2,-1,14,115,-1,4,-9
O=C(OCc1cccc(F)c1)c1cc2ccccc2cc1O,-1.1,-0.4,-6,-4,4,101,-4,12,-20
CC(=O)c1cccc(NS(=O)(=O)c2ccc3c(c2)oc(=O)n3C)c1,4.3,1.8,-5,-5,-2,99,4,0,10
CCN(CC(=O)Nc1cccc(OC)c1)C(=O)c1cnc(Cl)c(Cl)c1,2.0,0.5,-9,0,-1,99,-1,17,-4
CCOC(=O)C1=C(C)OC(N)=C(C#N)C1c1ccsc1 (stereo not drawn),0.0,-0.9,/,2,-2,99,3,13,-7
O=C(C(=O)N1CCCCCC1)c1c[nH]c2ccccc12,/,/,-9,/,2,104,3,7,-18
O=C(Nc1ccccc1C(=O)N/N=C/c1ccccc1)c1ccco1,0.4,-0.1,-9,-8,-12,87,12,15,17
CC(C)C(NC(=O)c1ccccc1)C(=O)OCn1nnc2ccccc2c1=O (stereo not drawn),-0.1,1.5,-5,-4,/,/,/,/,/
CCOc1ccc(NS(=O)(=O)c2cc(OC)ccc2OC)cc1,1.2,1.1,-5,0,2,101,-4,14,-7
O=C(O)CCC(=O)NNC(=O)CCC1CCCCC1,-0.7,12,-1,-2,-2,90,-8,27,-4
CCC(C)[C@H](Nc1nc(-c2ccccc2)nc2c1oc1ccccc12)C(=O)O (stereo partly drawn),1.1,3.8,-5,-7,11,119,-3,-24,-2
CC1CC2(CC(C)(C(=O)CSc3nc4ccccc4s3)OC2=O)C(=O)O1 (stereo not drawn),2.7,4.7,-4,-13,-2,97,0,19,-18
CC[C@]12c3[nH]c4ccccc4c3CCN1C(=O)C(CC(=O)NCc1cccc(C(F)(F)F)c1)C[C@@H]2C(=O)N1CCN(C(=O)C2CC2)CC1 (stereo partly drawn),-0.9,1.1,1,-9,/,/,/,/,/
Cc1cc(/C=C2/C(=N)N3C(=NC2=O)SN=C3S(C)(=O)=O)c(C)n1-c1ccccc1F,-0.8,0.5,-5,-12,-16,83,10,13,4
O=C(Nc1ccc(Cl)cc1)c1ccc2c(c1)OCO2,1.1,1.7,-6,-4,0,94,-7,14,-12
O=C(NC(=S)Nc1cccc(NC(=S)NC(=O)c2ccco2)n1)c1ccco1,1.6,0.1,-6,-7,0,109,-5,1,-6
COc1cc(C(=O)NCC(=O)OCC(=O)c2ccc[nH]2)cc(OC)c1OC,0.5,1.8,-2,-3,2,101,0,36,-12
